Giardia kill – kills Giardia lamblia. Giardia lamblia trophozoite viability. activity change, % at 7.66 µM, hits read low. 340,000 tested, 0.15% active; in the data active = activity change below about -80%; inconclusive = between about -30% and that limit;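 also: parasites exposed to compound for two days anaerobically before the ATP read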
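Compounds were tested on trophozoites seeded at 100 cells/well and held 48 hrs at 37 deg C anaerobically. An ATP-based luminescent kit measured the remaining live cells.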
Eya2 phos inh – inhibitors of human Eya2 phosphatase activity. AID 488837. O00167. recombinant Eya2, OMFP fluorescence dephosphorylation (OMFP is methylfluorescein phosphate). 330,000 tested, 0.006% active. Potency, µM (doses to about 76.9 µM), for the others: top-dose activity, negative = inhibition, hits mostly inhibitors; also: potency is read from the fitted curve at half-maximal effect
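Eya2 protein (added as 0.2 uM solution) was preincubated with compound for 10 min at ambient temperature in 50 mM HEPES pH 7.5, 50 mM NaCl, 5 uM MgCl2, 0.05% BSA, 1 mM DTT. OMFP (added at 50 uM) then reacted 10 min; fluorescence read at 485/525 nm.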
B2AR arrestin – beta2AR (human) beta-arrestin recruitment activity | 330,000 tested, 0.02% active | AID 492947 | beta-arrestin recruitment to beta2AR, cell-based reporter | Potency, µM (series often up to 46.1 µM), without a hit: at the top dose activation, hits mostly activators | P07550;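 also: potency is read from the fitted curve at half-maximal effect; 0% = DMSO controls and full agonism = EC100 isoproterenol or metaproterenol; nearly all actives have a fitted effect of over 65% in size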
Target sequence (P07550 whole entry, looked up): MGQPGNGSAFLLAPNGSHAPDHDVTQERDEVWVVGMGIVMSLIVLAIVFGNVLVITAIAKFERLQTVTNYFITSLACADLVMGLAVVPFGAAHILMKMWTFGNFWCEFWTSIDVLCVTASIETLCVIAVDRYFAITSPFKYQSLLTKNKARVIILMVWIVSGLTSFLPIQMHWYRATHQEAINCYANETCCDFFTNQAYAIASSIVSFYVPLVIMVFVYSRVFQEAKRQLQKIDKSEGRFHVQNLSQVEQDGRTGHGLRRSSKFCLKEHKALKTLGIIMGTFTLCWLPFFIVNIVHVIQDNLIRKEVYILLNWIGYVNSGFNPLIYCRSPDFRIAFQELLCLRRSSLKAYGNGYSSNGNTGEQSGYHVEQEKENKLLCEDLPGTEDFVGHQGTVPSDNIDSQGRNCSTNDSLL
PKM2 activator – PKM2 (human) enzyme activation. Potency, µM (top dose mostly 57.5 µM), without a hit: at the top dose activation, most hits filed as activators. 260,000 tested, 0.34% active. AID 1631. purified PKM2, Kinase-Glo ATP luminescence, activation; response scale: 0% is enzyme alone, no compound; also: potency is read from the fitted curve at half-maximal effect; nearly all actives have a fitted effect of over 55% in size
Target sequence (P14618 whole entry, looked up): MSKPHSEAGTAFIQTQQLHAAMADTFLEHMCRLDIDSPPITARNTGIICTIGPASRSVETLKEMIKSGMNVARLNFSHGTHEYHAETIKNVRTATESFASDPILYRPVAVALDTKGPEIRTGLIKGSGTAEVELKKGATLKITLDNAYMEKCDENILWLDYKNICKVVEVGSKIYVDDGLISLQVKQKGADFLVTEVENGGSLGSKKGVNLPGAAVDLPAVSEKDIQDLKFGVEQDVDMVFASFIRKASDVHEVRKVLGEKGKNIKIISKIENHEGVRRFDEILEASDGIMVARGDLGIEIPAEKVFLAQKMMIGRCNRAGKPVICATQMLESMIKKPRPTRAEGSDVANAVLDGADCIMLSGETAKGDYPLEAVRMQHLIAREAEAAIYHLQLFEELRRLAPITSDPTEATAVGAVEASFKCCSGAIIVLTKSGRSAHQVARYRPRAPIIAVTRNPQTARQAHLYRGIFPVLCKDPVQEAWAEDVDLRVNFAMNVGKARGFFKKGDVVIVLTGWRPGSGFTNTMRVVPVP
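Purified hPK-M2 (>95%) run at intermediate activity with 0.1 mM ADP and 0.5 mM PEP in 50 mM imidazole pH 7.2, KCl, MgCl2; 1 h room temperature. ATP formed read by Kinase-Glo luminescence; normalized to uninhibited and no-enzyme controls.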
KCNH2 3.1 inh – KCNH2 3.1 (human) potassium channel inhibition | 340,000 tested, 0.95% active | activity change, % (tested at about 1.8 µM) | U2OS KCNH2 3.1, thallium flux FluxOr; active compounds read low | AID 720553;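 active = maximum activity change below -70%; inconclusive = maximum activity change from -70% to -50%; inactive = maximum activity change above -50%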;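 also: thallium influx rate constant from kinetic fluorescence after stimulation buffer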
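FluxOr-based Tl+ influx in U2OS cells transduced with KCNH2 3.1 virus; rate constants normalized to DMSO controls.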
BCR signal inh – blocks chronic active B-cell receptor signaling. ABC-DLBCL IkBa-CBG/CBR reporter, luminescence ratio, 4 h. 340,000 tested, 0.05% active. AID 493014. Potency, µM (titrated, usually from 46.1 µM), without a hit: top-dose ratio change, negative = lower green/red ratio, most hits filed as inhibitors; active = well fitted inhibition curve with a large enough effect in the signal ratio, with a control signal flat, not every such curve was filed as active; inconclusive = small, poorly fitted or top-dose-only effect, or effect the other way, or a change in a side signal; the % refers to the signal ratio;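 also: potency is read from the fitted curve at half-maximal effect; plate controls were basal doxycycline-induced cells for no effect and cells given 10 µM MG132 for full effect; MG132 reads +100%, hits lower the ratio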
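TMD8 human ABC-DLBCL cells with doxycycline-inducible IκBα–green luciferase fusion and unfused red luciferase, in 0.5% FBS medium; compounds up to 46 uM, 4 h at 37C. Green/red luminescence ratio, filter-overlap corrected, fitted to concentration-response curves.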
uPA surface inh – inhibitors of cell surface uPA generation; cell surface uPA generation assay, qHTS; Potency, µM (highest dose often 38.3 µM), for the others: at the top dose activity change, negative = inhibition, usual class: inhibitors; 330,000 tested, 0.31% active; active = well fitted inhibition curve with a large enough effect; inconclusive = small, poorly fitted or top-dose-only effect; inactive = no such curve, though single readings can be large or run the other way; tested in mouse RAW 264.7 cells; also: potency is read from the fitted curve at half-maximal effect; nearly all actives have a fitted effect of over 55% in size
USP2a inh – USP2a (human) protease inhibition. AID 463254. 330,000 tested, 0.01% active. USP2 core, Ub-CHOP2 coupled fluorogenic reporter, 485/531. O75604. Potency, µM (highest dose often 38.3 µM), inactives show top-dose activity change, negative = inhibition, most hits filed as inhibitors;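 also: potency is read from the fitted curve at half-maximal effect; plate controls were DMSO wells for no effect and full inhibition by NEM control for full effect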
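Deubiquitinase activity read as fluorescence (485/531 nm) after Ub-CHOP2 cleavage activates the enterokinase reporter on its substrate; USP2 core 10nM, Ub-CHOP2 and substrate 25nM each, 30min compound preincubation then 60min RT; data normalized to NEM, curves fitted.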
hERG WT inh – inhibitors of human wildtype KCNH2 potassium channel | Q12809 | U2OS, BacMam KCNH2, thallium flux FluxOr; active compounds read low | activity change, % at 1.84 µM | 340,000 tested, 0.37% active | AID 720551;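 active = maximum activity change below -70%; inconclusive = maximum activity change between -70% and -50%; inactive = maximum activity change above -50%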
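U2OS cells transduced with wild-type KCNH2 virus are loaded with FluxOr dye for 45 min, and thallium flux is measured in kinetic reads before and after stimulation buffer. Rate constants are normalized to DMSO controls.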
Coupling enz – inhibits coupling enzyme system, counter-screen for aldolase hits; coupling enzyme system counterscreen, AmpLite Red fluorescence; activity change, negative = inhibition, % at 58.2 µM, hits read low; 290,000 tested, 0.67% active; AID 2472; in the data active = activity change below about -30%
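Activity here indicates interference with the coupling reaction, not aldolase inhibition. Compounds at 57.5 uM final met coupling enzymes for 10 min at RT; substrate and AmpLite Red detection followed, with a 525/598 nm fluorescence read after 20 min.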
GALK inh – inhibitors of human galactokinase. P51570. Potency, µM (doses to about 57.5 µM), without a hit: at the highest dose activity change, negative = inhibition, hits mostly inhibitors. Purified GALK, Kinase-Glo residual ATP luminescence. 270,000 tested, 0.007% active; also: potency is read from the fitted curve at half-maximal effect
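Galactose (100 uM) and ATP (35 uM) were turned over by 5 nM GALK for 1 h at RT. Kinase-Glo Plus then converted the remaining ATP into a luminescent signal.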
Active calls of the source: *; u = inconclusive; x = no result given; & = joins results of further samples. Unless noted, calls follow the shape of the dose curve; as a rule, active = well fitted curve in the direction sought with a large enough effect; inconclusive = small, poorly fitted or top-dose-only effect, or another doubt; inactive = no such curve, though single readings can be large; an effect the other way counts as inactive or inconclusive. Unless noted, % is scaled to controls: 0 for no effect and ±100 for the full control effect.

Every second line gives: Giardia kill	Eya2 phos inh	B2AR arrestin	PKM2 activator	KCNH2 3.1 inh	BCR signal inh	uPA surface inh	USP2a inh	hERG WT inh	Coupling enz	GALK inh
O=C(c1cc(-c2ccccn2)nc2ccc(Br)cc12)N1CCc2ccccc2C1
 : x	-9%	-0.2%	0%	x	-1%	x	1%	x	0	1%
COc1ccc(C(=O)NCCc2nnc3ccc(SCC(=O)Nc4ccccc4)nn23)cc1
 : 4	-3%	2.6%	0%	-8	u	10%	1%	10	x	5%
Cc1cc2c(c(=O)n1CCN(C)C)C(c1ccccc1Br)C(C#N)=C(N)O2 (stereo unspecified)
 : -1	11%	-1.0%	-18%	4	-2%	2%	-4%	2	-1	-1%
COc1cc(/C=C2/SC(=Nc3ccc(O)cc3)NC2=O)cc(OC)c1O
 : -9	-6%	0.3%	-6%	-7	u	-5%	2%	3	0	0%
Cn1c(N)c(C(=O)COC(=O)c2ccco2)c(=O)n(C)c1=O
 : -2	-2%	2.0%	-1%	-4	2%	-2%	3%	-15	3	6%
CCOC(=O)C1CCCN(C(=O)CNS(=O)(=O)c2ccc(Br)s2)C1 (stereo unspecified)
 : -7	4%	-0.1%	-4%	-7	4%	x	3%	-24	1	0%
COc1ccc(-c2nc(CS(=O)(=O)CC(=O)Nc3cccc(C(C)=O)c3)c(C)o2)cc1
 : -16	-1%	0.0%	x	4	4%	1%	3%	-1	x	2%
CCOC(=O)C1(Cc2ccccc2)CCN(Cc2ccc3c(c2)OCCO3)CC1
 : -27	-16%	-0.1%	1%	-29	-4%	0%	-6%	13	-7	4%
CCOC(=O)C(=O)Nc1cc(C(=O)OC)cc(C(=O)OC)c1
 : 17	2%	0.0%	-1%	22	4%	2%	-1%	-8	2	10%
Cc1cc2nc(-c3ccco3)cc(C(F)(F)F)n2n1
 : -30	-20%	-0.1%	5%	8	3%	13%	0%	3	-4	0%
O=c1cc(N2CCN(c3cccc(Cl)c3)CC2)[nH]c(=O)n1C1CCCCC1
 : 4	-2%	0.2%	-1%	-4	-20%	5%	1%	1	1	4%
CCn1c2ccccc2c2cc(NC(=O)COC(=O)C3CCC(=O)N3)ccc21 (stereo unspecified)
 : -26	-1%	-1.1%	-1%	-3	u	0%	2%	-7	-3	5%
O=C(Nc1ccc2c(c1)C(=O)N(CC1CCCO1)C2=O)c1cccc(Br)c1 (stereo unspecified)
 : 7	-4%	0.3%	-1%	-38	-18%	-5%	1%	4	3	-1%
CC1(C)CC(=O)c2sc(NC(=O)c3ccco3)nc2C1
 : -20	10%	0.4%	-14%	8	u	10µM*	-1%	-6	8	1%
Cc1ccc(S(=O)(=O)N2CCCN(S(=O)(=O)c3ccc4c(c3)OCCO4)CC2)cc1
 : 1&4	-3%	0.4%	0.35µM*	8	-6%	x	2%	10	6	2%
CC(/C=C1\SC(=Nc2cccnc2)NC1=O)=C\c1ccccc1
 : -5	18%	3.6%	-7%	21	1%	-1%	2%	-2	8	-2%
COc1cc(/C=C/C(=O)O)cc(S(=O)(=O)N(CC(C)C)CC(C)C)c1OC
 : 5	-26%	-0.8%	5%	1	0%	-2%	2%	-5	11	-2%
CCCN1C(=O)S/C(=C\c2ccc(N3CCOCC3)o2)C1=O
 : 7	-6%	0.7%	3.5µM*	-18	-17%	-18%	0%	-6	-50*	8%
CCC(=O)Oc1ccc(NC(=O)CSCc2ccccc2)cc1
 : 14	2%	0.1%	4%	-5	-3%	10µM*	0%	x	-1	5%
O=C(CN1CCN(C(=O)c2ccco2)CC1)Nc1ccccc1-c1ccccc1
 : -6	13%	-0.1%	10%	-2	u	2%	0%	-3	0	-2%
N=C1/C(=C/c2cccs2)C(=O)N=C2SN=C(SCc3ccccc3)N12
 : -8	-7%	-0.3%	-6%	1	13%	0%	3%	1	9	u
COCCn1c(=S)[nH]c2cc(C(=O)N3CCN(c4ccccc4OC)CC3)ccc2c1=O
 : 3	-18%	-0.4%	18%	-8	5%	x	0%	16	8	0%
COC(=O)c1[nH]c2ccccc2c1NC(=O)CCN1CCSCC1
 : 14	23%	-0.2%	4%	14	1%	4%	2%	-10	-1	-1%
O=C(Nc1cc(-c2nn(CC(=O)N3CCCCC3)c(=O)c3ccccc23)ccc1N1CCOCC1)c1ccc(Cl)cc1
 : -9	-5%	-0.8%	7%	-14	14%	-3%	1%	-4	3	x
CCn1c(C)nnc1SCC(=O)Nc1cccc(Cl)c1
 : -20	-10%	0.2%	-1%	5	6%	14%	-1%	1	-1	3%
COC(=O)COc1ccc(S(=O)(=O)Nc2ccc(C(N)=O)cc2)cc1Cl
 : 1	20%	-2.9%	6%	1	u	x	2%	8	10	1%
O=C(c1sc2cc([N+](=O)[O-])ccc2c1Cl)N1CCOCC1
 : -21	-2%	-0.6%	0%	40	-5%	1%	3%	-97*	-13	-4%
COc1cc(OC)cc(C(=O)N[C@H](C(=O)OCC(=O)Nc2ccc(F)c(F)c2)C(C)C)c1
 : -3	-7%	-1.4%	-7%	5	u	-4%	2%	-2	-2	2%
Cc1nnc(Nc2ccc(C(=O)N3CCOCC3)cc2)c2ccccc12
 : 9	-13%	-0.7%	-24%	1	u	-9%	0%	-5	2	1%
Cc1cccc(N(C)S(=O)(=O)c2c(C)noc2C)c1
 : -2	12%	0.1%	x	44	3%	-12%	0%	3	-3	3%

Single values from the results shown:
BCR signal inh result of CCn1c(C)nnc1SCC(=O)Nc1cccc(Cl)c1 = 6%
PKM2 activator result of COCCn1c(=S)[nH]c2cc(C(=O)N3CCN(c4ccccc4OC)CC3)ccc2c1=O = 18%

(list continues)
Every second line gives: Giardia kill	Eya2 phos inh	B2AR arrestin	PKM2 activator	KCNH2 3.1 inh	BCR signal inh	uPA surface inh	USP2a inh	hERG WT inh	Coupling enz	GALK inh
COc1ccc(C)cc1NC(=O)C(OC(=O)C1CC1)c1ccccc1 (stereo unspecified)
 : -3	-12%	-0.3%	8%	-4	-1%	3%	0%	7	0	-8%
COc1ccc([N+](=O)[O-])cc1NC(=O)C(C)N(C)Cc1cccc(OC)c1OC (stereo unspecified)
 : 15	-3%	-0.3%	-5%	0	-4%	-5%	3%	-5	2	0%
c1ccc2cc(OCc3nc4ccccc4[nH]3)ccc2c1
 : -9	-5%	3.2%	0%	-5	u	u	0%	7	0	-5%
S=c1[nH]cc(-c2ccccc2)n1-c1cccc(Cl)c1
 : -4	3%	-3.7%	-10%	8	1%	0%	0%	-1	2	5%
COc1ccc(CCNC(N)=S)cc1OC
 : -10	-4%	0.0%	-3%	6	-7%	-4%	0%	1	1	-4%
CCOC(=O)C1CCN(C(=O)c2ccc(Cl)c(S(=O)(=O)N3CCOCC3)c2)CC1
 : 5	8%	2.8%	-4%	3	1%	-3%	-1%	-6	2	2%
Cc1ccc(-c2cc(C(=O)O)c3cc(Br)ccc3n2)o1
 : 1	15%	0.4%	25%	-1	-2%	-2%	1%	-4	-6	0%
C=CCOCCN1C(=O)C2C(c3ccccc3)C=CC(c3ccccc3)C2C1=O (stereo unspecified)
 : -3	x	x	2%	-20	x	-1%	x	-4	2	1%
Cc1ccc(-c2csc(N3CCC(C(N)=O)CC3)n2)cc1
 : -2	-1%&14%	-0.2%&3.3%	x	x	-2%&-4%	1%	-1%&1%	x	x	x
COC(=O)/C=C1\S/C(=N\N=C\CC(=O)OC)NC1=O
 : 2	1%	3.7%	1%	-4	10%	1%	-1%	-2	-27	-2%

Entries listed above marked active in uPA surface inh:
mol | Eya2 phos inh | B2AR arrestin | BCR signal inh | uPA surface inh | GALK inh
CC1(C)CC(=O)c2sc(NC(=O)c3ccco3)nc2C1 | 10% | 0.4% | u | 10µM* | 1%
CCC(=O)Oc1ccc(NC(=O)CSCc2ccccc2)cc1 | 2% | 0.1% | -3% | 10µM* | 5%

Source: PubChem BioAssay (National Center for Advancing Translational Sciences (NCATS))

An unsorted share of the library, and some 2.4% of all compounds hit somewhere here.
